MITF inh: blocks human microphthalmia-associated transcription factor; 0.91% of 650,000 active; AID 1259374; O75030; inhibition, % at 2.6 µM; AlphaScreen MITF homodimerization, bead proximity signal; in the data active = inhibition above about 50%;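 also: 0% = vehicle wells with protein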
FBW7 act: human FBW7 E3 ligase activation, primary screen; Q969H0; 0.13% of 650,000 active; AlphaScreen FBW7–phospho-cyclin E peptide binding, activator screen; AID 1259310; normalized activity (activation), % at 26.1 µM; in the data active = normalized activity above about 1.9%;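 also: purified mutant Fbw7 with reduced substrate affinity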
Target sequence (Q969H0 whole entry, looked up): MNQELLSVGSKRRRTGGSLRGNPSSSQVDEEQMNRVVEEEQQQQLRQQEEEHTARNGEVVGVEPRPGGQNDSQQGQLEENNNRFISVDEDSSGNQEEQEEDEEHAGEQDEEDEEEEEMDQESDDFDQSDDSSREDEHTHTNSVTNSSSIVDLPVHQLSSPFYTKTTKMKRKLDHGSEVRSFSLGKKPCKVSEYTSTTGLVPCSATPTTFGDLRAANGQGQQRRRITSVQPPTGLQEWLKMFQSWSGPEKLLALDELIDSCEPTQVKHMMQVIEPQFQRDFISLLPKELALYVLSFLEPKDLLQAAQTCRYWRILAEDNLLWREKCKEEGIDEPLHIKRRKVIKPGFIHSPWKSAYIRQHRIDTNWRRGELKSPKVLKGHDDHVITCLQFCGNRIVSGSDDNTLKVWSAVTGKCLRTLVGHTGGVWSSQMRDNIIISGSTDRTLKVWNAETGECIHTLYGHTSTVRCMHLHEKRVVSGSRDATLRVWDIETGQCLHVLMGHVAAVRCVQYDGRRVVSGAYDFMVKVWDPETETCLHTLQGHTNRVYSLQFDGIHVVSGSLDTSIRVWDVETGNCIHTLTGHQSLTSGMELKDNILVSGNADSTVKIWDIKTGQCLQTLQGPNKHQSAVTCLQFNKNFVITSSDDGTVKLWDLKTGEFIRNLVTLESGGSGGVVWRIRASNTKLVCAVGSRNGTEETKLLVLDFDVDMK
GPR151 ag: human GPR151 activation. Q8TDV0. PathHunter beta-arrestin GPR151 cells, luminescence. activation, % at 11.2 µM. 1% of 650,000 active. AID 1508602; in the data active = activation above about 4.9%;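 also: 0% = median of compound wells and 100% = cells with positive control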
TEAD-YAP block: TEAD-YAP interaction inhibition; HEK-TIYL cells, TEAD-Gal4/YAP UAS-luciferase luminescence; inhibition, % at 9.12 µM; 1.4% of 640,000 active; AID 1259422; in the data active = inhibition above about 32%;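 also: 0% = median of test compound wells and 100% = reference inhibitor wells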
* = called active by the depositor.

Every second line gives: MITF inh, FBW7 act, GPR151 ag, TEAD-YAP block
CNC(=S)NNC(=O)c1ccc(OC)c(OC)c1
    18, 0.1, 0.2, -4
Cc1nn(-c2ccccc2)c(CCl)c1C#N
    0, 0.2, 2.2, -5
c1ccc(-c2oc3ncn4nc(-c5ccncc5)nc4c3c2-c2ccccc2)cc1
    -4, 0.1, 0.6, 6
CC1(C)CC(=O)c2cc(OCC(=O)NCCc3ccc(Cl)cc3)ccc2O1
    50, -0.1, 1.2, 9
Cc1nnc(Nc2ccc3c(c2)OCCO3)[nH]c1=O
    5, 0.1, -0.2, 0
COc1cc(S(=O)(=O)Nc2ccc(I)cc2)ccc1N
    25, 0.5, -0.1, 0
COc1ccccc1OCC(=O)NNC=O
    17, 0.2, -0.3, -13
CC(C)CN(C(=O)c1cccc(Cl)c1)c1nnc(-c2cccnc2)s1
    14, 0.2, -0.1, -30
CCOC(=O)C(N)CSC1CC(=O)N(c2ccc(Cl)cc2)C1=O (configuration not stated)
    -8, -0.1, -0.2, -11
CN(C)[C@@H]1CCN(Cc2cccc(Cl)c2)C[C@@H]1CCC(=O)N1CCC(O)CC1
    4, 0.0, 0.0, 6
COc1ccccc1-n1c(CNC(=O)c2ccc(S(=O)(=O)N3CCCC3)cc2)nnc1SCC(=O)Nc1nnc(C)s1
    -20, 0.2, 0.2, 1
COc1cccc(NC(=O)CCSCCC(=O)Nc2cccc(OC)c2)c1
    -8, -0.1, 1.0, 1
CCCNC(=O)Cn1c(=O)cnc2ccccc21
    1, 0.1, 1.9, -8
O=C(CCl)Nc1ncc(Cc2ccc(F)cc2)s1
    -6, -0.1, -0.7, 2
Cc1cccc(Nc2nnc(-c3cc4ccc(O)cc4oc3=O)s2)c1
    9, 0.3, -0.7, 5
COc1ccc(C2=N/C(=C\c3cc(OC)ccc3OC)C(=O)O2)c(Cl)c1
    1, -0.1, 0.7, -3
COCc1c(C(=O)NCC(C)(C)CN(C)C)c(=O)cc(C)n1CCc1cccc(Cl)c1
    -23, -0.1, -0.4, 2
Cc1ccccc1C(=O)NC(=S)Nc1ccc(Cc2ccncc2)cc1
    19, 0.3, 19*, 8
CCOc1ccccc1NC(=O)CSc1nc2c(oc3ccccc32)c(=O)n1C
    1, 0.0, 2.1, -14
N#CCSc1nc2ccccc2c2nc(-c3cccc([N+](=O)[O-])c3)nn12
    9, 0.0, -1.2, 4
CC(=O)c1cccc(-c2ncc(C)c(NCCN(C(C)C)C(C)C)n2)c1
    2, 0.0, 0.2, -1
C=CCn1cnc2c(c1=O)c1nc3ccccc3nc1n2-c1ccccc1
    -5, 0.0, 0.4, 5
C[C@H](NC(N)=O)C(=O)OCC(=O)Nc1cc(Cl)cc(Cl)c1
    -2, 0.1, 2.7, -3
Cc1ccc2oc(C(=O)N[C@H](C)Cn3nnc4ccccc43)cc(=O)c2c1
    0, -0.2, 0.7, -15
CC1(C)Cn2c(nnc2-c2cccc(O)c2)S1
    6, 0.0, -0.5, 6
CCOC(=O)CC(=O)CSc1nc2ccsc2c(=O)n1Cc1ccc2c(c1)OCO2
    -2, 0.0, 0.2, 5
Cc1ccccc1NC(=O)CN(c1ccc(Cl)cc1Cl)S(=O)(=O)c1ccccc1
    13, 0.7, 1.1, 5
COc1ccccc1NC(=O)COc1c(C)cccc1C
    -6, 0.0, 1.5, -12
COc1ccc(CNC(=O)CN2C(=O)COc3cc(S(=O)(=O)NC(C)C)ccc32)cc1
    6, 0.0, 1.4, -1
Clc1nc(NCCN2CCOCC2)nc(N2CCC(Cc3ccccc3)CC2)n1
    14, 0.1, -1.0, 17

An excerpt from above in order of SMILES length, smallest number first:
Every second line gives: MITF inh, FBW7 act, GPR151 ag, TEAD-YAP block
CC1(C)Cn2c(nnc2-c2cccc(O)c2)S1
    6, 0.0, -0.5, 6
Clc1nc(NCCN2CCOCC2)nc(N2CCC(Cc3ccccc3)CC2)n1
    14, 0.1, -1.0, 17
CC(=O)c1cccc(-c2ncc(C)c(NCCN(C(C)C)C(C)C)n2)c1
    2, 0.0, 0.2, -1

Following part
Every second line gives: MITF inh, FBW7 act, GPR151 ag, TEAD-YAP block
Cc1cc(Cl)c(Cl)c(=O)o1
    -2, 0.0, -1.2, 4
Cc1ccsc1CN1CCN2C(=O)[C@@H](CO)NC(=O)[C@H]2C1
    12, 0.1, -1.1, -12
CCOc1cc(C=O)ccc1OCC(=O)Nc1ccccc1F
    -12, -0.1, 0.6, -45
COc1ccc(CN2CCC3(CCC(CNC(C)=O)O3)CC2)c(OC)c1C (configuration not stated)
    19, 0.5, 0.0, 3
O=C(Nc1ccccc1)C(=O)NC(CO)(CO)CO
    -9, -0.1, -0.4, -15
Cc1cc(NC(=O)C(C)(C)C)ccc1Br
    -7, 0.0, 2.0, 0
O=c1[nH]c(CCl)nc2sc3c(c12)CCC3
    -3, 0.1, -1.2, -2
COCCCNC(=O)Cn1nnc(-c2ccc(NC(=O)c3ccccc3OC)cc2)n1
    10, -0.1, 0.4, -2
O=C1Nc2ccccc2SC(c2ccccc2)C1O (configuration not stated)
    7, 0.3, 1.9, -1
Fc1ccccc1NC(=S)N(CCN1CCCCCC1)Cc1cccs1
    7, 0.0, -1.5, 13

4 of these compounds in a different format:
Fc1ccccc1NC(=S)N(CCN1CCCCCC1)Cc1cccs1
- MITF inh: 7
- FBW7 act: 0.0
- GPR151 ag: -1.5
- TEAD-YAP block: 13
COCc1c(C(=O)NCC(C)(C)CN(C)C)c(=O)cc(C)n1CCc1cccc(Cl)c1
- MITF inh: -23
- FBW7 act: -0.1
- GPR151 ag: -0.4
- TEAD-YAP block: 2
O=C(Nc1ccccc1)C(=O)NC(CO)(CO)CO
- MITF inh: -9
- FBW7 act: -0.1
- GPR151 ag: -0.4
- TEAD-YAP block: -15
CNC(=S)NNC(=O)c1ccc(OC)c(OC)c1
- MITF inh: 18
- FBW7 act: 0.1
- GPR151 ag: 0.2
- TEAD-YAP block: -4

(cont.)
Every second line gives: MITF inh, FBW7 act, GPR151 ag, TEAD-YAP block
Cn1c(=S)oc2cc(S(=O)(=O)N3CCCCCC3)ccc21
    9, 0.0, 1.6, 1
O=C(CCOc1ccccc1)N1CCC(CO)(Cc2ccc(Cl)cc2)CC1
    1, -0.2, 3.1, 7
CC(C)Oc1ccc(C(=O)Nc2ccc3oc(-c4cccnc4)nc3c2)cc1
    -4, 0.0, 0.8, 2
CC(=O)c1ccc(OC(=O)CCc2nc3ccccc3s2)cc1
    11, 0.2, -2.3, 6
CC(C)Cn1c(=O)c2sccc2n2c(CCC(=O)NCc3cc(F)ccc3F)nnc12
    12, 0.9, -1.7, 8
Cc1ccc(C(=O)Nc2sc3c(c2C(=O)N2CCCCC2)CCC(C)C3)cc1 (configuration not stated)
    3, 0.0, -0.4, 4
CCc1ccc(NC(=O)c2ccc(F)c(S(=O)(=O)NCC3CCCO3)c2)cc1 (configuration not stated)
    7, 0.0, 0.4, 8
O=C(/C=C\c1ccccc1)NCCCS(=O)(=O)N1CCN(c2ncccn2)CC1
    -1, 0.0, 0.1, 3
O=C(CC1CCCCC1)Nc1c2c(nn1-c1ccc(Cl)cc1)CSC2
    8, -0.1, -0.9, 1
O=C(NC(=S)N1CCCC1)C1CCCCC1
    -3, 0.0, -1.2, 5
O=[N+]([O-])c1cc(Cl)c(Nc2nc3nonc3n3cnnc23)c([N+](=O)[O-])c1
    -6, -0.1, 1.6, 0
CC(=O)Nc1ccc(NC(=O)CN2CCCC(C)C2)c(Cl)c1 (configuration not stated)
    2, 0.0, -0.3, -33
Oc1c(CN2CCN(c3cccc(Cl)c3)CC2)cc(Cl)c2cccnc12
    8, -0.8, -0.1, 7
Cc1nc2c(-c3ccccc3)c(C)nn2c(C)c1CCC(=O)NCCC(C)C
    8, 0.2, -0.5, 5
COc1ccc(C(=O)NC(N2CCCCC2c2cccnc2)(C(F)(F)F)C(F)(F)F)cc1 (configuration not stated)
    -1, -0.1, 1.0, -3
COc1ccc(N2C(=O)CSC2c2cccs2)c(OC)c1 (configuration not stated)
    4, 0.1, -0.1, 0
CN(C)C(=O)/C=C/c1cn(-c2ccccc2)nc1-c1ccccc1
    -7, -0.1, 1.2, 0
CC1CCc2c(sc(NC(=O)c3cccnc3)c2C(N)=O)C1 (configuration not stated)
    -8, -0.1, -0.7, -15
CCN(CC)c1nc(NCCN2CCOCC2)nc(Nc2ccc3c(c2)OCO3)n1
    2, 0.0, 2.5, -18
COc1cccc(NC(=O)c2ccnc(N3CCC(C(=O)NC4CCCC4)CC3)c2)c1
    -8, 0.0, 1.9, -2

Brought forward from above: 7 compounds, followed by the next part.
Every second line gives: MITF inh, FBW7 act, GPR151 ag, TEAD-YAP block
Cc1nc2c(-c3ccccc3)c(C)nn2c(C)c1CCC(=O)NCCC(C)C
    8, 0.2, -0.5, 5
COc1ccc(C(=O)NC(N2CCCCC2c2cccnc2)(C(F)(F)F)C(F)(F)F)cc1 (configuration not stated)
    -1, -0.1, 1.0, -3
COc1ccc(N2C(=O)CSC2c2cccs2)c(OC)c1 (configuration not stated)
    4, 0.1, -0.1, 0
CN(C)C(=O)/C=C/c1cn(-c2ccccc2)nc1-c1ccccc1
    -7, -0.1, 1.2, 0
CC1CCc2c(sc(NC(=O)c3cccnc3)c2C(N)=O)C1 (configuration not stated)
    -8, -0.1, -0.7, -15
CCN(CC)c1nc(NCCN2CCOCC2)nc(Nc2ccc3c(c2)OCO3)n1
    2, 0.0, 2.5, -18
COc1cccc(NC(=O)c2ccnc(N3CCC(C(=O)NC4CCCC4)CC3)c2)c1
    -8, 0.0, 1.9, -2
O=C(Nc1cccc(O)c1)c1ccco1
    1, 0.2, -1.5, 11
O=C(Cn1cnc2c(nnn2-c2cccc(F)c2)c1=O)N1CCCc2ccccc21
    0, -0.2, 0.4, 8
O=C1C=Cc2ccc(C(=O)O)c3c(C(=O)O)ccc1c23
    25, -0.2, 0.0, 1
Cc1ccc(C23CC4CC(CC(C(=O)NC(C(=O)O)C(C)C)(C4)C2)C3)cc1 (configuration not stated)
    21, 1.4, 0.2, -6
O=C(Nc1ccc2[nH]ncc2c1)N1CCCNCC1
    0, 0.0, 5.3*, -1
Cc1nc2cnc(-c3ccc(O)cc3)cn2c1NC(=O)c1cccs1
    3, 0.0, 0.3, -1
Cc1ccc[n+](/C=C/C(=O)O)c1
    0, 0.1, 2.1, -4
CCc1ccc(N(CC(=O)NC(C)(C)C)C(=O)CCC(=O)Nc2cc(C)ccn2)cc1
    -6, 0.1, -0.3, -9
CC(C)=CCC1=C(O)c2ccccc2C(=O)C1=O
    12, 0.2, -0.3, 2
O=C(O)C(Cc1ccccc1)n1cnnn1 (configuration not stated)
    -1, 0.1, 1.0, -1

Overlap with the part before: two compounds, followed by the next part.
Every second line gives: MITF inh, FBW7 act, GPR151 ag, TEAD-YAP block
CC(C)=CCC1=C(O)c2ccccc2C(=O)C1=O
    12, 0.2, -0.3, 2
O=C(O)C(Cc1ccccc1)n1cnnn1 (configuration not stated)
    -1, 0.1, 1.0, -1
Cc1ccc(NC(=O)c2cc(-c3ccccc3)nc3ccccc23)cc1
    6, -0.1, 3.7, 13
Cc1cccc(C2=N/C(=C/c3cccnc3)C(=O)O2)c1
    13, 0.1, 0.6, -1
COCCN(C1CCN(Cc2ccccc2S(C)(=O)=O)CC1)S(C)(=O)=O
    -3, 0.1, -0.5, 16
Cc1[nH]c2ccccc2c1SCCNC(=O)C(C)(C)C
    1, 0.0, 0.3, -10
O=C(Nc1c2c(nn1-c1cccc(Cl)c1)CSC2)c1ccc(Br)o1
    53*, -0.1, 1.2, 8
O=C(CC(NCc1cccnc1)C(=O)O)NN(c1ccccc1)c1ccccc1 (configuration not stated)
    25, 0.0, -1.5, 4
O=[N+]([O-])c1ccc2[nH]nc(-c3ccccc3)c2c1
    -4, -0.1, 0.3, -11
CCCCCCCCCCCCCCCC(=O)OCC(O)CO (configuration not stated)
    0, 0.1, 1.1, 1
CC(O)c1nc2ccc(C(=O)O)cc2[nH]1 (configuration not stated)
    0, -0.2, 0.0, 5
O=C(Nc1c2c(nn1-c1ccc(F)cc1)CS(=O)(=O)C2)c1ccccc1[N+](=O)[O-]
    0, -0.1, 0.0, 7
COc1ccccc1C(=O)Nc1ccncc1
    2, -0.1, -0.7, 1
O=S1(=O)N=C(N2CCN(S(=O)(=O)c3ccc4c(c3)OCCO4)CC2)c2ccccc21
    -7, -0.1, -1.3, 12
CCCN1CCC2(CCC(CNC(=O)c3ccccc3)O2)CC1 (configuration not stated)
    12, 0.0, 2.9, 3
Cc1cccc(-n2c(C)cc(=O)cc2C)c1C
    11, 0.4, 0.1, 13
CC(=O)N1N=C(c2cccc(Br)c2)CC1(O)C(F)(F)F (configuration not stated)
    -13, -0.1, -0.7, -21
O=C(CCS(=O)(=O)c1ccccc1)Nc1nccs1
    5, 0.0, 1.4, 9
O=C(NCCC1=CCCCC1)c1ccc(N2CCCCC2)c([N+](=O)[O-])c1
    2, -0.3, -0.4, -10
COc1cc([N+](=O)[O-])ccc1-c1ccc(/C=C2/C(=O)NN(c3cccc(C)c3)C2=O)o1
    9, 0.1, 2.4, 0

Compound activity from PubChem BioAssay.
